Rev-erbA mod: modulates human Rev-erb alpha binding to DNA | activity, % at 10 µM | P20393 | Rev-erbα–FITC-DNA binding, fluorescence polarization, 90 min | AID 1259318 | hit rate 0.79% among 370,000;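 active = activity above about 14%, limit read from the data; passing the limit was not always enough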;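 also: 0% = DMSO wells with 35 nM protein and 100% = DMSO wells with 750 nM protein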
LEDGF integ inh: blocks HIV-1 LEDGF/p75-dependent DNA integration. hit rate 0.64% among 370,000. AID 743269. inhibition, % at 3.7 µM. TR-FRET IN-LEDGF/p75 DNA integration, Eu/Cy5;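 active = inhibition above the screen-wide mean plus 3 SD, cut at about 13% in these data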;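 also: signal is the Cy5 over europium emission ratio at 671 and 618 nm; 0% = plate median of compound wells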
rCAG binder: molecules binding r(CAG) RNA repeats. hit rate 1.3% among 370,000. AID 651821. inhibition, % at 3 µM. r(CAG) RNA repeat, TO-PRO-1 dye displacement fluorescence;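 active = inhibition above the plate cutoff, the mean of all test compounds on that plate plus 3 SD, cut at about 35% in these data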;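 also: 0% = DMSO alone and 100% = 100 µM mitoxantrone as full dye displacement; higher means more dye released from RNA so lower well fluorescence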
PG9 Ab binder: small molecules binding HIV-1 gp120 antibody PG9. hit rate 0.43% among 360,000. AID 624416. inhibition, % at 6.7 µM. TR-FRET gp120-PG9 antibody binding; in the data active = inhibition above about 8.5%
ABHD4 inh: ABHD4 (mouse) inhibition, primary FP screen; Q8VD66; purified mABHD4, FP-Rh probe fluorescence polarization; inhibition, % at 8.92 µM; hit rate 0.54% among 370,000;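 active = inhibition exceeding the mean over every tested compound plus 3 SD, cut at about 30% in these data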;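 also: 0% = plate median of compound wells and 100% = S159A mutant with DMSO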
Target sequence (Q8VD66 whole entry, looked up): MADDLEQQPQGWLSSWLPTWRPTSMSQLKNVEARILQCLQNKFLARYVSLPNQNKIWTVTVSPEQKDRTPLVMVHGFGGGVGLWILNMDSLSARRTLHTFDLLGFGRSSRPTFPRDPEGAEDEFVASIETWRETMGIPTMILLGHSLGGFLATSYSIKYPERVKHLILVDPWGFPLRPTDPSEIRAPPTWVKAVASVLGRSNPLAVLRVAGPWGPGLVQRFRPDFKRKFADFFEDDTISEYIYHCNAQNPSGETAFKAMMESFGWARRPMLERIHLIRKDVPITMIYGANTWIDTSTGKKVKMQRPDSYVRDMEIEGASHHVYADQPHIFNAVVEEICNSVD
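Test system: mABHD4 protein; Read-out basis: % inhibition; Incubation: 45 min + 60 min at 25 °C; Repeats: single replicate; Technique: fluorescence polarization with parallel and perpendicular emission, 525/598 nm; Compound: 8.92 µM, single dose; Benchmarks: full inhibition S159A mutant plus DMSO, zero as sample-well median.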
HTRA1 inh: blocks human HTRA1 serine peptidase; Q92743; recombinant HTRA1, FP-rhodamine activity-based probe, fluorescence polarization; inhibition, % at 5.96 µM; hit rate 0.5% among 340,000; in the data active = inhibition above about 36%;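 also: 0% = enzyme with DMSO and 100% = wells lacking enzyme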
PRMT1 FP inh: blocks human protein arginine methyltransferase 1. inhibition, % at 2.79 µM. recombinant PRMT1, activity-based probe fluorescence polarization. Q99873. hit rate 1.3% among 370,000;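 active = inhibition above about 21% made by adding two undisclosed values, limit read from the data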
Target sequence (Q99873 whole entry, looked up): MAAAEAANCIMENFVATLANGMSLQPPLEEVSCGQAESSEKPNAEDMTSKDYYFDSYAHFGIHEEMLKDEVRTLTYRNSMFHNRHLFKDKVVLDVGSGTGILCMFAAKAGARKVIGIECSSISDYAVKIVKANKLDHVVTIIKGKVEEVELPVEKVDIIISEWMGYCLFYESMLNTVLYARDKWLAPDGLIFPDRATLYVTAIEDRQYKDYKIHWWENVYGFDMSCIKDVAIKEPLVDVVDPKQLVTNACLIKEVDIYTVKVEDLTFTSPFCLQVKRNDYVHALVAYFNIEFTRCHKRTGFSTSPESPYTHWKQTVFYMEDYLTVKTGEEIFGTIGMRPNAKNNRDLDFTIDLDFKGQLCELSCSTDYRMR
SIAE inh: blocks human sialic acid acetylesterase. SIAE FP-Rh probe binding, fluorescence polarization. inhibition, % at 9.66 µM. hit rate 0.69% among 370,000;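 active = inhibition above a cutoff: mean of compounds within the control limits plus 3 SD of those, cut at about 17% in these data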;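 also: 0% = plate median of compound wells and 100% = probe without SIAE protein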
TDP2 inh: blocks human TDP2 phosphodiesterase activity | O95551 | recombinant TDP2, T5PNP hydrolysis, p-nitrophenol absorbance 415 nm | inhibition, % at 12.8 µM | hit rate 0.34% among 370,000 | AID 720702;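 active = inhibition above the mean of all tested compounds plus 3 SD, set per campaign, cut at about 25% in these data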;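 also: 0% = DMSO with enzyme and 100% = buffer with substrate but no TDP2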
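System: recombinant human TDP2 / Amount: 120 nM TDP2 per well / Also added: 5 mM T5PNP chromogenic substrate / Doses: 12.8 µM single point, 1% DMSO / Incubation: 2 h at 37 °C / Detection: p-Nitrophenol epi absorbance / Evaluation: % inhibition relative to enzyme-containing and enzyme-free wells / Repeats: singlicate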
TCR-CD3 inh: blocks the human TCR-CD3 interaction. TAMRA-labeled TCR probe fluorescence, biochemical. inhibition, % at 9.4 µM. hit rate 0.37% among 360,000. AID 651800; in the data active = inhibition above about 19%;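 also: recombinant mutant TCR 2C K166C tagged with TAMRA read by polarization; 0% = receptor in buffer alone and 100% = receptor with positive control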
* = called active by the depositor; . = not tested or not shown; & = joins results of further samples.

smiles,Rev-erbA mod,LEDGF integ inh,rCAG binder,PG9 Ab binder,ABHD4 inh,HTRA1 inh,PRMT1 FP inh,SIAE inh,TDP2 inh,TCR-CD3 inh
COc1cccc(CNCCc2c[nH]c3ccccc23)c1,1.2,-2.5,-0.4,1.2,8.2,1.4,3.1,3.7,1.3,-8.2
Cn1cc(C(=O)N2CCOCC2)c2ccccc21,2.0,6.1,1.3,0.5,-3.8,-1.6,-3.1,-0.8,-3.6,-3.8
COC(=O)Cn1cc(/C=C2\C(=O)NC(=O)N(c3ccc(OC)cc3)C2=O)c2ccccc21,-0.8,-2.0,1.5,-0.8,14.2,7.8,3.4,-4.6,8.6,-3.9
O=P(O)(Oc1ccccc1)OC(c1ccccc1)C(F)(F)C(F)(F)F (stereo not given),-5.6,0.2,6.0,1.4,-1.4,2.5,2.9,3.5,0.8,3.9
O=C(C1CCCN(S(=O)(=O)c2cccc3nsnc23)C1)N1CCC2(CC1)OCCO2 (stereo not given),-0.5,-4.7,-1.5,-1.0,-5.8,.,-1.4,6.2,7.4,5.3
COc1ccc(C(=O)N2CCCC2=O)cc1,0.7&-4.8,0.2,1.3,-0.3,-3.0,5.1,-2.3,1.6,0.1,6.5
O=C(NC1CCCCC1)[C@@H]1CC=C[C@@H]2CCN(Cc3ccccc3)C(=O)[C@@H]21,-1.2,-1.6,-7.4,0.0,3.6,4.6,1.1,2.4,9.7,0.3
CCN1CC2([N+](=O)[O-])CC=C(Cl)C([N+](=O)[O-])(C1)C2 (stereo not given),-3.6,0.7,0.5,0.3,-2.9,1.6,-1.9,2.3,10.5,2.7
Cc1ccccc1NC(=O)Cc1nc(COC(=O)Cc2ccccc2)cs1,-4.2,3.9,7.0,2.5,15.6,-10.2,2.4,-2.1,7.2,-8.0
CCn1c(O)c(C(c2ccccn2)c2c(O)n(CC)c(=S)[nH]c2=O)c(=O)[nH]c1=S,2.9,-2.1,1.1,-2.4,8.2,9.4,7.0,-1.7,-6.7,-0.6
COc1ccc(-c2ccc3c(c2)CNCc2cnnn2-3)cc1,3.7,1.0,2.8,2.0,5.3,.,-1.9,-3.2,1.4,1.6
Cc1nn(Cc2ccccc2)c(C)c1C(=O)NCc1ccccc1F,-5.3,-6.8,-6.2,0.5,5.5,1.4,1.6,-4.0,-7.7,2.1
Cc1ccc2nc(C)n(-c3ccc(F)cc3)c(=O)c2c1,-1.1,-0.5,2.0,-0.6,0.8,.,1.9,-8.1,-3.5,2.5
O=[N+]([O-])c1ccc(Cl)c([N+](=O)[O-])c1,-4.0,3.0,0.6,-1.7,0.3,0.1,1.4,-9.3,-5.2,2.0
CN1C(=O)C(=Cc2ccccc2OS(=O)(=O)c2ccccc2)C(=O)N(C)C1=O,-1.9,1.5,0.6,-1.0,1.7,-3.4,33.9*,-4.4,1.8,-1.5
Cc1nn(-c2ccccc2)c(C)c1NC(=O)COC(=O)Cc1ccccc1,3.3,0.3,-4.3,0.7,2.6,-1.4,2.0,6.0,13.9,-5.8
O=C(c1cc2c(s1)CCCCCC2)N1CCC2(CC1)OCCO2,0.7,4.3,-4.2,-2.5,4.0,-6.2,3.5,9.0,-8.8,-3.3
Nc1c(C(=O)NCCc2ccccc2)c2nc3ccccc3nc2n1CCN1CCOCC1,-1.7,-1.2,4.2,2.3,-8.6,0.5,2.9,3.1,-6.0,-7.3
COc1cc2c(cc1OC)C1[C@H]3C(=CC[C@H]1OC2O)CCN3C (stereo not given in full),4.7,-0.3,-0.2,-1.0,-13.5,-1.1,-4.3,-6.3,-15.0,3.5
CCOC(=O)C1CCN(C(C)C(=O)c2c(C)[nH]c3cc(C)ccc23)CC1 (stereo not given),1.1,-2.9,-10.7,0.9,-0.9,5.4,0.6,-8.4,-8.3,-2.5
CC(=O)OC1(c2ccccc2)CCN(C)CC1(C)C (stereo not given),3.9,0.6,-7.6,2.4,2.1,-3.3,-1.1,7.5,-1.2,0.7
COc1ccc(-[n+]2c(-c3ccccc3)cc(-c3ccccc3)cc2-c2ccccc2)cc1,2.4,-0.7,12.6,1.1,6.5,.,1.6,-2.0,-2.6,-2.9
CCCCP(=O)(O)CCC(=O)O,2.4,-0.1,0.6,0.0,6.8,4.6,-3.2,4.0,-2.0,0.6
CC1([N+](=O)[O-])COP(=O)(NCc2cccnc2)OC1 (stereo not given),0.1,-0.3,-1.9,1.4,3.8,4.6,-3.2,2.6,2.5,-0.2
O=P1(c2ccccc2)CC=CC1,2.7,2.5,3.1,-0.7,-3.0,.,-0.7,-4.0,-5.5,-1.7
Cc1cc(N2C(=O)CC(N3CCC(n4c(=O)[nH]c5ccccc54)CC3)C2=O)no1 (stereo not given),0.4,-0.3,0.4,1.6,-4.1,2.9,3.2,-0.5,-21.3,-4.5
CCCCCn1c(=O)c(C(=O)Nc2ccccc2Cl)c(O)c2ccccc21,75.5*,-4.5,-2.6,-0.5,-10.9,-1.1,2.3,-3.7,-2.7,-5.0
CCCCNC(=O)NC(C(N)=O)P(=O)(OCC)OCC (stereo not given),5.5,-4.9,-3.2,1.1,4.9,-5.1,-0.3,2.5,-12.2,-2.6
CCCC(=O)Nc1cc(C(=O)N2CCC3(CC2)OCCO3)ccc1S(=O)(=O)c1ccc(C)cc1,-2.2,-1.2,-5.2,0.4,7.2,1.1,3.1,-1.8,2.2,-3.9
O=C(Cc1ccccc1)OCCN1CCCCC1,-2.3,-0.1,0.0,0.8,-2.4,2.7,-1.6,4.1,5.9,-0.1
O=C(COc1ccc2ccccc2c1)N1CCN(Cc2ccncc2)CC1,4.0,-0.4,-7.4,-0.5,5.0,4.0,1.9,5.2,-8.0,-1.1
CC1=NCCc2c1[nH]c1ccccc21,5.4,6.4,11.8,-0.1,6.8,-0.6,-6.7,1.8,4.7,-5.5
Cc1cc(N)n(C2CCN(C)CC2)n1,-1.4,1.4,-2.6,1.2,3.2,-2.0,-0.6,4.4,9.4,-2.9
CCOc1ccc(-c2cc(C(=O)N3CCC4(CC3)OCCO4)c3ccccc3n2)cc1,2.6,-2.5,-2.9,1.5,6.0,5.6,2.5,1.4,6.5,2.1
Clc1ccc(N2CCN(Cc3ccccc3Cl)CC2)cc1,-5.5,6.5,-1.4,0.4,2.5,3.5,0.4,1.4,-3.9,-1.0
CCCCN=Cc1c(O)n(-c2c(C)cc(C)cc2C)c(=O)[nH]c1=O,0.5,4.6,-6.5,0.4,2.8,0.1,-2.1,-1.4,3.5,4.7
COc1ccc(CNCCc2c(C)[nH]c3ccc(OC(F)(F)F)cc23)c(OC)c1,6.0,1.0,-2.2,0.6,17.6,7.7,3.8,3.5,11.2,8.8
CCCCCCN=C(C)c1c(O)n(Cc2ccccc2)c(=O)[nH]c1=O,-2.9,4.3,-1.8,0.1,-2.9,-10.7,-0.7,-3.2,1.9,-4.9
CCOc1cc2c(cc1OCC)-n1cccc1C(c1cccc(F)c1)NC2 (stereo not given),-1.3,1.6,2.4,-0.9,-3.9,-2.5,9.7,1.7,-9.3,0.2
CC(OC(=O)c1cn(C)c2ccccc12)C(=O)N1CCCC1 (stereo not given),3.2,2.0,1.1,1.2,0.2,2.2,0.6,-6.1,5.4,3.8
Cc1nc2cc(C(=O)N3CCC4(CC3)OCCO4)ccc2n1-c1ccc(Br)cc1,-1.5,-5.8,-6.8,-1.4,-3.2,-6.3,1.2,1.9,-9.0,-6.2
Cn1c(O)c(/C=C2\N=c3ccccc3=C2CCNC(=S)NC2CC2)c(=O)n(C)c1=O,-4.0,1.6,5.9,0.9,-3.1,-6.3,17.1,5.8,13.6,-7.0
Cc1ccc(N2C(=O)NC(=O)/C(=C\c3cccn3C(C)(C)C)C2=O)cc1,-2.3,2.9,-5.4,-2.2,4.0,5.2,1.6,10.7,-1.3,3.9
O=C(Nc1nc(-c2ccccc2)c(-c2ccccc2)s1)c1ccc(S(=O)(=O)N(CCCl)CCCl)cc1,0.6,-1.2,4.8,0.0,-0.3,-11.4,-0.1,-29.3,4.5,2.0
O=C(NCC(c1cccnc1)N1CCOCC1)Oc1ccccc1 (stereo not given),-2.8,-3.4,-0.2,-1.0,8.3,4.9,1.1,-3.6,7.9,0.4
COc1ccc(N2C(=O)CC(N3CCC(n4c(=O)[nH]c5ccccc54)CC3)C2=O)cc1 (stereo not given),-7.6,-1.0,-3.7,-0.7,2.4,0.5,18.9,2.0,-2.2,6.8
CCOC(=O)C1=C(N)OC(C)=C(C(=O)OCCOC)C12C(=O)Nc1ccccc12 (stereo not given),-2.1,0.2,-2.8,0.1,-0.5,-0.5,-0.7,6.8,-7.9,0.8
Cn1c(O)c(/C=N/N2CCOCC2)c(=O)n(-c2ccccc2)c1=S,-1.5,3.1,5.7,0.7,-0.7,1.4,-0.8,7.8,-0.1,3.9
N#CC(C#N)=C(N)c1cccnc1,1.7,0.6,1.0,-1.4,-1.0,-2.9,0.7,0.4,0.3,0.2

Shown field by field: 2 of the compounds above.
> Cn1c(O)c(/C=N/N2CCOCC2)c(=O)n(-c2ccccc2)c1=S
- Rev-erbA mod: -1.5
- LEDGF integ inh: 3.1
- rCAG binder: 5.7
- PG9 Ab binder: 0.7
- ABHD4 inh: -0.7
- HTRA1 inh: 1.4
- PRMT1 FP inh: -0.8
- SIAE inh: 7.8
- TDP2 inh: -0.1
- TCR-CD3 inh: 3.9

> N#CC(C#N)=C(N)c1cccnc1
- Rev-erbA mod: 1.7
- LEDGF integ inh: 0.6
- rCAG binder: 1.0
- PG9 Ab binder: -1.4
- ABHD4 inh: -1.0
- HTRA1 inh: -2.9
- PRMT1 FP inh: 0.7
- SIAE inh: 0.4
- TDP2 inh: 0.3
- TCR-CD3 inh: 0.2

Assay outcomes from PubChem.

This is a subset (hit frequency here may not be typical).
